p53ts 32C kill – p53ts cell cytotoxicity, permissive temperature | 130,000 tested, 0.93% active | H1299-p53A138V at 32C, ATP luminescence viability, 24 h | Potency, µM (doses to about 46.1 µM), for inactives: at the highest dose activity change, negative = cytotoxicity, actives largely listed as cytotoxic;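 note: 0% = DMSO and -100% = full killing by reference compound; nearly all actives have a fitted effect of over 55% in size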
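H1299-p53 A138V cells (temperature-sensitive p53) exposed 24 h to up to 46 uM compound at 32C, where p53 is wild-type in conformation. Viability read as ATP luminescence and normalised to DMSO and 100 uM tamoxifen. AC50 fitted with the Hill equation.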
IkB sig inh – suppresses IkB signaling in ABC-DLBCL reporter cells; ABC-DLBCL IkBa-CBG/CBR dual luciferase ratio, 4 h; response scale: scaled: untreated 0%, proteasome inhibitor 100%; Potency, µM (doses to about 57.1 µM), for the others: top-dose IkBa stabilization activation; 110,000 tested, 0.04% active; active = well fitted curve in the direction sought with a large enough effect in the signal ratio, not every such curve was filed as active; inconclusive = small, poorly fitted or top-dose-only effect, or a change in a side signal; the % refers to the signal ratio;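 note: the direction sought is a rising ratio; 0% = basal untreated cells and 100% = reference inhibitor full response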
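In this assay, an IκBα–CBG68 fusion accumulates when IKK-driven degradation is blocked; native CBR normalizes for cell number. OCI-Ly3 cells were treated 4 h with compound and doxycycline, then green and red light read after Chroma-Glo addition.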
p53ts 39C tox – p53ts cell cytotoxicity, nonpermissive temperature; H1299-p53A138V viability at 39C, ATP luminescence, 24 h; Potency, µM (series often up to 46.1 µM), for inactives: at the highest dose activity change, negative = cell killing, most hits filed as cytotoxic; 130,000 tested, 1.5% active; note: nearly all actives have a fitted effect of over 55% in size
Imprint erasure – genomic imprint erasure induction | mouse ES Peg3-LacZ reporter, beta-gal luminescence, 40 h | Potency, µM (highest dose often 60.7 µM), inactives show at the highest dose activity change, positive = activation, actives largely listed as activators | 110,000 tested, 0.02% active | AID 1948;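 note: 0% = negative control wells on the plate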
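Gelatin-coated wells received 300 freshly trypsinized female ES cells with a Peg3LacZ-Neo reporter on the maternal allele, then incubated 40 hours at 37C. BetaGlo was added for 5 minutes at room temperature before a single luminescence read.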
* marks the source's active call; other numbers are inactive results; u = inconclusive; x = no result given; [ ] = remark or other dose. Unless noted, calls come from the whole dose curve; as a rule, active = well fitted curve in the direction sought with a large enough effect; inconclusive = small, poorly fitted or top-dose-only effect, or another doubt; inactive = no such curve, though single readings can be large; an effect the other way counts as inactive or inconclusive. Unless noted, % is set by controls: 0 for no effect and ±100 for the full control effect; potency is the fitted concentration of half-maximal effect. Compounds as they come. Share with any hit: about 1.7%.

Structure,IkB sig inh,p53ts 32C kill,p53ts 39C tox,Imprint erasure
Cc1ccc(Cl)cc1NC(=O)C1CCN(c2nc3ccccc3n3cccc23)CC1,u,24%,u,-14%[10.9 µM]
O=C(Nc1ccccc1Cl)N1CCC(CN2CCCCC2)CC1,1.4%,8%,22%,-9%[10.9 µM]
Cc1cc(C)c2nc(N(Cc3cccnc3)C(=O)c3ccc(S(=O)(=O)N(C)C)cc3)sc2c1,2.6%,1%,-3%,-8%[10.9 µM]
COC(=O)c1c(NC(=O)CCCOc2cccc(C)c2)sc2c1CCC(C)C2 (stereo not drawn),6.3%,-7%,4%,-3%[10.9 µM]
CNC1CC(N)[C@H](O)[C@@H](O[C@@H]2OC(CO)C3OC4(OC(C(N)CO)C(O)C(O)C4O)O[C@@H]3[C@H]2O)C1O (stereo partly drawn),x,-6%,-7%,-19%
Cc1cc(=O)[nH]c(SCCOc2ccc3c(c2)CCC3)n1,-2.0%,-5%,0%,-11%
O=C(Cn1nc(-c2ccc(Cl)cc2)ccc1=O)N1CCN(c2ccccc2)CC1,4.8%,33%[activator],-3%,3%
CSc1ccc(C2NC(=O)c3c(sc4c3CCN(C)C4)N2)cc1 (stereo not drawn),-4.1%,-1%,0%,2%
Cc1ccc(-c2nnc(-c3ccc4ccccc4c3)o2)cc1,22%[11.4 µM],-3%[9.22 µM],-15%[9.22 µM],-14%[10.9 µM]
COc1ccc2c(c1OC)C(Cc1ccccc1)N1CCc3cc4c(cc3C1=C2)OCO4 (stereo not drawn),x,-3%,-12%,-28%
Cc1nn(C)c(C)c1S(=O)(=O)NC1CCCC1,-0.2%,-11%,-4%,13%
CCOc1ccc(-c2nnc(SCC(=O)Nc3cccc(Cl)c3C)o2)cc1,-1.0%,20%,-5%,-9%[10.9 µM]
O=C(O)c1ccc(NS(=O)(=O)c2cc(Cl)ccc2Cl)cc1,1.3%,3%,3%,-4%
CCOC(=O)C(C)n1cnc2c(nnn2Cc2ccc(C)cc2)c1=O (stereo not drawn),-1.6%,-7%,-4%,-5%
O=C(NCCN1CCN(c2ccccc2)CC1)Nc1ccccc1Br,-1.7%,4%,-9%,-13%[10.9 µM]

Looked up above.
For IkB sig inh, CCOC(=O)C(C)n1cnc2c(nnn2Cc2ccc(C)cc2)c1=O (stereo not drawn) is listed with -1.6%
For IkB sig inh, Cc1ccc(-c2nnc(-c3ccc4ccccc4c3)o2)cc1 is listed with 22%[11.4 µM]
For Imprint erasure, COc1ccc2c(c1OC)C(Cc1ccccc1)N1CCc3cc4c(cc3C1=C2)OCO4 (stereo not drawn) is listed with -28%
For p53ts 32C kill, Cc1nn(C)c(C)c1S(=O)(=O)NC1CCCC1 is listed with -11%
For Imprint erasure, O=C(Cn1nc(-c2ccc(Cl)cc2)ccc1=O)N1CCN(c2ccccc2)CC1 is listed with 3%

More records.
Structure,IkB sig inh,p53ts 32C kill,p53ts 39C tox,Imprint erasure
COc1ccc(OC)c(CNc2ncnc3onc(C)c23)c1,-1.5%,0%,0%,-11%[10.9 µM]
Cc1ccc(OCCCC(=O)Nc2sc3c(c2C(N)=O)CCC(C)C3)cc1 (stereo not drawn),5.2%,-5%,-3%,6%[10.9 µM]
CCCn1nnc(NC(=O)C(C)Oc2ccc(Cl)cc2Cl)n1 (stereo not drawn),3.0%,-2%,6%,19%
COc1cccc(NC(=O)Cc2ccc(NC(=O)N3CCCCc4ccccc43)cc2)c1,u,12%,16%,6%[10.9 µM]
O=C(Cn1c(=O)oc2cc(S(=O)(=O)NCc3ccccc3)ccc21)NCc1ccccc1Cl,1.6%,17%,-9%,-23%[10.9 µM]
Cc1sc2ncn(CC(=O)OCC(=O)NC(C)(C)C)c(=O)c2c1C,0.8%,-2%,-5%,x
COc1ccc(OC)c(CNC(=O)c2cc(-c3ccc(Cl)s3)nc3ccccc23)c1,u,2%,-7%,-6%[10.9 µM]
O=C(Nc1ccc2[nH]c3c(c2c1)CCCC3)c1ccco1,-0.4%,-23%,-6%,-11%
CCN(Cc1ccccc1)c1nc2c(S(=O)(=O)c3ccccc3)nnn2c2ccc(Cl)cc12,-2.1%,10%,-20%,-14%[10.9 µM]
COc1ccc(C(C(=O)NC(C)(C)C)N(Cc2ccco2)C(=O)CCC(=O)Nc2cc(C)on2)cc1 (stereo not drawn),1.5%,6%,4%,-1%
COc1ccc(CCNC(=O)c2ccc3c(c2)N=C(C)c2cc(C)ccc2S3)cc1OC,u,8%,-10%,-6%[10.9 µM]
CC1(C)CC(=O)c2cc(C(=O)Nc3ccc(Cl)cc3)c(=O)[nH]c2C1,-1.5%,-5%,-13%,-9%[10.9 µM]
Cc1sc2ncnc(SCC(=O)N3CCCC3)c2c1C,-0.8%,-11%,7%,-11%
Cn1nc(C(=O)NC2CCCCC2)c2ccccc2c1=O,-0.6%,-1%,10%,-2%
Cc1scc(C(=O)Nn2cnnc2)c1-c1ccccc1,3.8%,14%,17%,4%

Structure,IkB sig inh,p53ts 32C kill,p53ts 39C tox,Imprint erasure
COc1cc(C2C(C(=O)c3ccc(C)o3)=C(O)C(=O)N2c2cc(C)on2)cc(Br)c1O (stereo not drawn),-2.5%,10%,19%,-11%
Cc1ccc(-c2csc(NC(=O)CSc3nc(C)cs3)n2)cc1,x,-13%,-25%,x
CCOC(=O)c1c(NC(=S)Nc2ccccc2)sc(C)c1C,x,u,-3%,x
O=C(CCn1c(=O)[nH]c2ccsc2c1=O)N1CCN(Cc2ccc3c(c2)OCO3)CC1,-0.7%,-1%,-5%,-6%
Cc1ccc(C(=O)C(C)OC(=O)C2=COCCO2)cc1C (stereo not drawn),-0.6%,-3%,1%,0%
O=C(CCCSc1nc2ccccc2s1)NCc1ccco1,-7.8%,-18%,-20%,-48%[inhibitor]
Cc1ccc(Oc2ccc(NC(=O)c3ccco3)cc2)cc1,-0.2%,-5%,1%,-13%
Cc1ccc(SCc2cc(=O)[nH]c(N3CCN(Cc4ccccc4)CC3)n2)cc1,0.5%,17%,15%,-8%
Cc1nnc(N2CCC(C(=O)NC(C)C)CC2)c2nn(-c3ccc(Cl)cc3)c(C)c12,u,9%,14%,-3%[10.9 µM]
CCc1ccc(C2CC(c3ccccc3Cl)Nc3nc(N)nn32)cc1 (stereo not drawn),-4.3%,6%,-8%,-7%
CCOc1ccc(N2C(=O)CC(/C=C3/N(C)c4ccccc4C3(C)C)C2=O)cc1 (stereo not drawn),0.9%,4%,8%,4%
Cc1cccc(Cn2cc(C(=O)Nc3cc(F)ccc3F)ccc2=O)c1,5.7%,3%,u,-9%[10.9 µM]
CCOc1ccccc1-n1c(SCC(=O)N(CC)CC)nnc1-c1ccccn1,0.3%,-3%,7%,2%
Cc1ccc(CCNC(=O)c2ccc3c(c2)N(Cc2ccccc2F)C(=O)c2ccccc2S3=O)cc1 (stereo not drawn),1.2%,15%,-23%,20%[10.9 µM]
CC1=C(C(=O)Nc2ccccc2)C(c2ccc(Br)cc2)n2nc(CCCO)nc2N1 (stereo not drawn),u,5%,11%,3%[10.9 µM]

Structure,IkB sig inh,p53ts 32C kill,p53ts 39C tox,Imprint erasure
O=C(Nc1ccc2nc(SCCOc3ccccc3)sc2c1)c1ccccc1F,u,5%,27%,-14%[10.9 µM]
COc1ccccc1NC(=O)N1c2ccc(F)cc2CCC1C (stereo not drawn),-2.3%,-10%,5%,-7%
CCCCOC(=O)c1ccc(NC(=O)c2ccoc2C)cc1,-1.6%,13%,5%,-89%[inhibitor]
O=C(Nc1ccc(Oc2ncccn2)cc1)c1ccco1,-0.6%,-9%,-1%,-55%[inhibitor]
Cc1ccc(C)c(N2CCN(S(=O)(=O)c3cc(C(=O)Nc4ccccc4C(F)(F)F)ccc3F)CC2)c1,-1.2%,12%,-1%,-20%[10.9 µM]
O=C1C(Cl)=C(N2CCCCC2)C(=O)N1c1ccccc1Cl,6.9%,1%,5%,-6%
Cc1ccc(C)c(NC(=O)CSc2cn(CC(=O)N3CCCC3)c3ccccc23)c1,u,1%,-11%,17%[10.9 µM]
CCOc1ccccc1C(=O)N1CCC(c2nc3ccccc3o2)CC1,u,-8%,6%,-14%[10.9 µM]
CCc1cc(=O)oc2cc(C)cc(OCc3nn[nH]n3)c12,-0.1%,5%,4%,11%
Cc1cc(=O)n2nc(N3CCCC(C(=O)NCCCN4CCc5ccccc5C4)C3)sc2n1 (stereo not drawn),-1.2%,-2%,-9%,-14%
CN1C(=O)C[C@H](c2ccccc2)C1=O,-0.3%[25.6 µM],-8%[20.6 µM],-9%[20.6 µM],-7%[16.8 µM]
COC(=O)c1cc(OC)c(OC)cc1NC(=O)CSc1nnnn1Cc1ccccc1,-3.8%,9%,7%,-16%
O=S(=O)(c1cccc(F)c1)N1CCC(c2nc3ccccc3s2)CC1,-0.2%,-3%,14%,-8%[10.9 µM]
Cc1ccc(S(=O)(=O)N2CCN(C3CCN(Cc4ccccc4)CC3)CC2)cc1,0.6%,-5%,-12%,-7%
Cc1ccc(Cl)cc1N1CCN(C(=O)c2ccc(NS(=O)(=O)c3c(C)noc3C)cc2)CC1,u,27%,-2%,-11%

Structure,IkB sig inh,p53ts 32C kill,p53ts 39C tox,Imprint erasure
Cc1ccc2cc(CN(C)C(=O)C3CCCO3)c(=O)[nH]c2c1 (stereo not drawn),4.7%,7%,6%,-7%
O=C(Nc1ccc2nc(-c3ccccc3)oc2c1)c1ccco1,0.5%,-2%,-17%,-29%
CCOc1ccc(NC(=O)Cn2cc(S(=O)(=O)N3CCN(c4ccccc4F)CC3)c3ccccc3c2=O)cc1,u,15%,1%,-10%[10.9 µM]
CCc1ccc2[nH]c(=O)c(CN(CCCN3CCOCC3)C(=O)Nc3cccc(Cl)c3)cc2c1,0.3%,-7%,-5%,-14%
COc1ccccc1-c1nnc(C2CCN(S(=O)(=O)c3ccc(F)c(C)c3)CC2)o1,u,2%,-7%,-7%[10.9 µM]
O=C(c1ccc(CNS(=O)(=O)c2ccccc2)cc1)N1CCN(c2ccccn2)CC1,u,4%,-11%,-19%
CC(C)=CCC/C(C)=C/CO/N=C1/C[C@@H](O)[C@@H](O)[C@@H]2[C@@H]3C(=O)N([C@@H](C)c4ccccc4)C(=O)[C@H]3CC[C@H]12,x,13%[9.22 µM],5%[9.22 µM],x
NC(=O)c1ccsc1NC(=O)COC(=O)C1CCCN1C(=O)c1cccs1 (stereo not drawn),0.2%,-4%,-4%,-4%
CC(C)(C)OC(=O)N1CCC(c2c(C(=O)N3CCc4ccccc4C3)cnn2-c2ccc(F)cc2)CC1,0.5%,13%,-8%,-7%[10.9 µM]
COc1cc(OC)cc(-c2nnc(SCC(=O)N3CCCC3)o2)c1,0.7%,2%,-21%,-49%[inhibitor]
c1ccc(Cn2c(CNc3nc4ccccc4n3CCN3CCOCC3)nc3ccccc32)cc1,-1.1%,7%,4%,-14%
CC1CCCN(c2nc3c(-c4ccc(Cl)cc4)nnn3c3ccccc23)C1 (stereo not drawn),u,9%,-7%,-12%[10.9 µM]
CC1(C)C2CCC1(C)C(NC1=NCCC1)C2 (stereo not drawn),-0.1%,1%,1%,-5%
CC(Oc1ccc(Cl)cc1Cl)C(=O)NC1CCSC1=O (stereo not drawn),0.3%,1%,-6%,-6%
COc1cn(CC(=O)Nc2cc(C)ccc2C)c(CN2CCCCC2)cc1=O,0.4%,15%,-9%,22%[10.9 µM]

Brought forward from above: three compounds, followed by the next part.
Structure,IkB sig inh,p53ts 32C kill,p53ts 39C tox,Imprint erasure
CC1(C)C2CCC1(C)C(NC1=NCCC1)C2 (stereo not drawn),-0.1%,1%,1%,-5%
CC(Oc1ccc(Cl)cc1Cl)C(=O)NC1CCSC1=O (stereo not drawn),0.3%,1%,-6%,-6%
COc1cn(CC(=O)Nc2cc(C)ccc2C)c(CN2CCCCC2)cc1=O,0.4%,15%,-9%,22%[10.9 µM]
CC(C)OCCCNC(=O)c1cc2c(s1)CS(=O)(=O)C2,-0.9%,-3%,10%,3%
COc1ccc(-n2ncc3c(NCCCN4CCOCC4)ncnc32)cc1,-0.9%,-24%,-20%,-15%
Cc1sc(N)nc1-c1cccs1,x,-2%,-4%,x
O=C(O)c1ccc([N+]2=Cn3c(nc4ccccc43)C2)cc1,1.7%[11.4 µM],-6%[9.22 µM],6%[9.22 µM],-10%[10.9 µM]

High-throughput results deposited in PubChem BioAssay by National Center for Advancing Translational Sciences (NCATS).
